sgs1 mgt1: NCI yeast anticancer drug screen, S. cerevisiae sgs1 mgt1 strain; AID 161, 2004; % growth inhibition at 50 µM; 10% of 78,000 active;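 also: 0% = growth of vehicle-only cultures of the same strain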
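Percent growth inhibition was derived by comparing compound-exposed mutant yeast with vehicle-exposed cultures. The strain carries alterations in DNA damage repair.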
yeast cln2 rad14: NCI yeast anticancer drug screen, S. cerevisiae cln2 rad14 strain; 8.3% of 78,000 active; growth inhibition, % at 50 µM;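 also: 0% = growth of vehicle-only cultures of the same strain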
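The screen exposed genetically defined yeast (cln2 rad14) to test compounds and scored growth inhibition relative to vehicle-treated controls.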
mlh1 rad18: NCI yeast anticancer drug screen, S. cerevisiae mlh1 rad18 strain | 11% of 79,000 active | AID 175, 2004 | % growth inhibition at 50 µM;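 also: 0% = growth of vehicle-only cultures of the same strain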
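Growth inhibition of the yeast strain was measured after compound exposure and expressed relative to vehicle-treated controls. The strain carries defined defects in DNA damage repair.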
yeast rad50: NCI yeast anticancer drug screen, S. cerevisiae rad50 strain; 10% of 79,000 active; growth inhibition, % at 50 µM; AID 155, 2004;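 also: 0% = growth of vehicle-only cultures of the same strain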
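Cells are treated with compound, grown, and their growth is then scored against vehicle-only cultures of the same repair-deficient yeast strain.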
yeast bub3: NCI yeast anticancer drug screen, S. cerevisiae bub3 mutant strain. % growth inhibition at 50 µM. 9.9% of 78,000 active;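 also: 0% = growth of vehicle-only cultures of the same strain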
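Growth of a checkpoint-deficient yeast mutant is measured after compound exposure. Values represent inhibition relative to vehicle.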
mec2-1: NCI yeast anticancer drug screen, S. cerevisiae mec2-1 strain. % growth inhibition at 50 µM. 9% of 79,000 active. AID 157, 2004;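 also: 0% = growth of vehicle-only cultures of the same strain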
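Cells of the genetically defined mec2-1 yeast strain are incubated with test compound. Inhibition of growth is calculated against vehicle-treated controls.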
* marks the source's active call; other numbers are inactive results; & = joins results of further samples. Rule as the data show it: active = growth inhibition above about 70%; inactive = the rest.

SMILES	sgs1 mgt1	yeast cln2 rad14	mlh1 rad18	yeast rad50	yeast bub3	mec2-1
CC(=O)OC1C(C(O)CO)OC2OC(C)(C)OC21 (centres undefined)	-14	-59	-6	-11	-59	-14
N#Cc1c(C#N)c(-c2ccccc2)n(-c2ccccc2)c1N	-30	-13	-22	11	-11	12
CCN(CC)CCCC(C)Nc1ncnc2ccccc12 (centres undefined)	23	16	-2	2	-7	9
CC(=O)N(C(C)=O)c1cc([N+](=O)[O-])ccc1C	-7	-44	8	9	-7	-12
Cc1c(NC(C)C)ccc(NC(C)C)c1C	26	17	43	35	25	28
O=c1c2c(oc3cc(OCC4CO4)ccc13)CCC2 (centres undefined)	-28	-25	-21	0	-9	-8
CC(C)(C)OC(=O)CCC(NC(=O)OCC1c2ccccc2-c2ccccc21)C(=O)NC(Cc1c[nH]c2ccccc12)C(=O)NC(CCCCNC(=O)OC(C)(C)C)C(=O)N1CCCC1C(=O)NCC(N)=O (centres undefined)	-17&-13	13&6	-22&-18	-28&-24	-4&-17	-22&-23
CCOC(=O)c1c(C)[nH]c(CO)c1C	43	32	65	28	34	38
O=C(/C=C\c1ccccc1)c1ccc(-c2cccc(-c3ccccc3)c2)cc1	8	-17	-11	-9	-3	8
O=c1[nH]c(=O)n(COCCO)c2ccc(Br)cc12	10	4	12	7	3	-8
O=C(N/N=C1\C(=O)N(c2nccs2)C(=O)C(=O)C1c1nc2ccccc2s1)c1ccccc1O (centres undefined)	20	30	34	23	4	17
CN(C)C(=S)Oc1ccc(-c2c(-c3ccccc3)oc3ccc4ccccc4c23)cc1	8	11	9	28	0	-4
COC(=O)c1cc(C#N)[nH]c1-c1ccsc1	-11	6	7	-27	-3	-8
Cc1ccc2nc(C)ccc2c1	-3	-16	-3	-38	0	-23
COc1cc(C)nc2c(C)ccc(C)c12	-25	-16	-10	-5	9	8
CCOC(=O)NN(C)c1ccccc1	-9	-12	24	1	-20	9
COc1cccc(C(CC(=O)O)=NCCc2c[nH]c3ccccc23)c1C(=O)O	48	24	39	36	-2	12
O=c1cc2ccccc2nn1-c1ccccc1Cl	38	36	34	26	25	6
CC1(C)NC(=O)[C@]2(C[C@@H](OC(=O)c3ccccc3)C=C2C=O)O1	48	55	3	49	51	53
CC(=O)C1=C([Si](C)(C)C)N=NC1(C)C	15	3	-7	-7	13	9
COc1ccc2cc1Oc1ccc(cc1)CC1c3cc(OC)c(cc3CCN1C)Oc1c(OC)c(OC)cc3c1C(C2)N(C)CC3 (centres undefined)	-7	7	-43	-5	5	-16
FC(F)(F)c1ccc(C2=CCCCC2)cc1	4	24	13	24	-19	6
COc1cc(/C=C/c2ccc(/C=C/c3cc(OC)c(OC)c(OC)c3)cc2)cc(OC)c1OC	-30	2	-10	11	-9	-6
CC1=C(C(=O)Nc2ccc([N+](=O)[O-])cc2)C(c2ccccc2O)C(C(=O)Nc2ccc([N+](=O)[O-])cc2)=C(C)N1	66	56	40	61	40	66
Cc1cnc(NCCCCNc2ncc(C)c(-c3ccccc3O)n2)nc1-c1ccccc1O	-1	-27	5	-5	-4	2
Cc1cc2oc(=O)cc(N3CCOCC3)c2c(=O)o1	9	-7	16	1	-16	27
CCOC(=O)CC[P+](Cc1ccccc1)(c1ccccc1)c1ccccc1	13	-15	11	65	18	-2
CC(C)c1ccc(CC2CN(C)CC(Cc3ccc(C(C)C)cc3)C2=O)cc1 (centres undefined)	-24	-13	-20	-21	-3	-8
Cc1ccc(N=C=C(c2ccc(Cl)cc2)c2ccc(Cl)cc2)cc1	71*	60	77*	73*	60	64
COc1ccc(Cl)c2c(=O)c3ccc4c(c3[nH]c12)C(=O)c1ccccc1C4=O	4	-18	5	22	4	-6

6 entries from above, arranged by length of the SMILES, low to high.
SMILES	sgs1 mgt1	yeast cln2 rad14	mlh1 rad18	yeast rad50	yeast bub3	mec2-1
CCOC(=O)NN(C)c1ccccc1	-9	-12	24	1	-20	9
FC(F)(F)c1ccc(C2=CCCCC2)cc1	4	24	13	24	-19	6
CC(=O)C1=C([Si](C)(C)C)N=NC1(C)C	15	3	-7	-7	13	9
COc1cccc(C(CC(=O)O)=NCCc2c[nH]c3ccccc23)c1C(=O)O	48	24	39	36	-2	12
CC1(C)NC(=O)[C@]2(C[C@@H](OC(=O)c3ccccc3)C=C2C=O)O1	48	55	3	49	51	53
COc1ccc2cc1Oc1ccc(cc1)CC1c3cc(OC)c(cc3CCN1C)Oc1c(OC)c(OC)cc3c1C(C2)N(C)CC3 (centres undefined)	-7	7	-43	-5	5	-16

(more compounds)
SMILES	sgs1 mgt1	yeast cln2 rad14	mlh1 rad18	yeast rad50	yeast bub3	mec2-1
CC1CCCN(C(=O)Nc2ccc([N+](=O)[O-])cc2)C1 (centres undefined)	62	26	44	41	59	31
CCN(CC)CCOc1cc(C)c2cc(Cc3ccccc3)ccc2n1	96*	54	96*	88*	88*	83*
CCOC(=O)N1C=Cc2ccccc2C1C(=N)N (centres undefined)	-11	-8	-14	-20	-6	-12
CCOP(=O)(OCC)/C(C#N)=C/c1c[nH]c2ccccc12	5	-16	0	-1	1	-21
Nc1ncnc2c1ncn2CCC(COCc1ccccc1)COCc1ccccc1	51	-10	12	41	5	0
COC(=O)C1CCC(=O)NCCCCC(NC(=O)C(N)CC(=O)O)C(=O)N1 (centres undefined)	11	-2	-28	5	15	4
O=C(O)C1=C(C(=O)O)C2(Cl)C(Cl)=C(Cl)C1(Cl)C2(Cl)Cl	7	41	15	5	-8	-1
C(=N\C(/N=C/c1ccccc1)c1ccccc1)/c1ccccc1	-3	-44	-6	0	3	-5
O=C(Nc1cccc(Cl)c1)OCCN(CCOC(=O)Nc1cccc(Cl)c1)C(=O)Nc1cccc(Cl)c1	91*	90*	83*	78*	80*	51
CSCCC(C(=O)O)N(C)C (centres undefined)	-17	-3	-18	-4	-20	-21
C[C@H]1CC[C@@H]2O[C@@]23C(=O)OC2OC(C)(C)[C@@H]([C@H]2O)[C@]13C	-26	0	-11	-19	-5	-5
CC(C)C(=O)CC(c1ccc(Br)cc1)N1N=C(C(C)C)CC1c1ccc(Br)cc1 (centres undefined)	-3	-51	14	2	-13	-43
COc1ccc(CCCC(=O)O)cc1	2	13	-4	16	5	17
c1csc(CSc2ncnc3nc[nH]c23)c1	-2	3	2	4	16	2
O=[N+]([O-])c1c(O)c2nonc2c2nn(-c3ccccc3)nc12	55	26	-15	2	-16	15
Cc1ccc(I)cc1	-34	-8	-19	-59	-3	-33
CCOC(=O)c1c(Br)c(-c2ccc([N+](=O)[O-])cc2)c(Br)n1C	0	0	-5	11	-2	-7
NCCCCCN	-16	12	-1	14	-17	-1
CCc1nc(N)nc(N)c1-c1ccc(OC)c(N)c1	23	36	43	22	14	28
Clc1nc(Cl)c2ncnc(Cl)c2n1	-23	-11	-6	-35	-4	16
CCOC(=O)C(=O)Nc1ccc(Cl)cc1Cl	-2	-2	19	-2	11	-10
N#C/C(=C/N1C(=O)CC(=O)NC1=S)c1cccc(Cl)c1	-31	18	-49	-31	-29	-14
COC(=O)c1cc(Cl)c(C(=O)OC)cc1Cl	4	1	9	4	7	3
Cc1cccc(C)c1OC(=O)c1ccccc1	19	12	35	43	6	8
COC(=O)c1nn2c(=O)n(C(C)=O)c3ccccc3c2c1C(=O)OC	10	16	25	27	8	5
COC1CC(NC(C)=O)C(OC(C)=O)C(C)O1 (centres undefined)	-6	-29	-1	-2	-8	-10
CC1(C)C=C(C(=O)ON2C(=O)CCC2=O)C(C)(C)N1O	-14	13	-16	-5	-19	-26
COc1ccc(NC(=O)c2ccc(Cl)cc2Cl)c(OC)c1	-7	-10	18	2	30	7
CC(C)CC(CC(C)C)=NNc1ccc([N+](=O)[O-])cc1[N+](=O)[O-]	-7&-10	20&-33	19&-14	-1&-13	-11&12	-19&6
CCCc1c[nH]c(-c2ccc(-c3cc(CCC)c(C=O)[nH]3)s2)c1	-36	-3	-57	-45	-29	-23
O=C(O)C(=Cc1ccc([N+](=O)[O-])cc1)C(=O)O	6	-7	-12	11	-1	-22
CCOc1ccc(/C=C(\C(=O)c2ccccc2)S(=O)(=O)c2ccc(OC)cc2)cc1OC	1	6	57	18	30	45
Cc1cc(S(=O)(=O)Nc2n[nH]c(-c3ccc(Cl)cc3)n2)c(SSc2cc(Cl)c(C)cc2S(=O)(=O)Nc2n[nH]c(-c3ccc(Cl)cc3)n2)cc1Cl	28	35	32	34	31	15
Cc1coc2c1C1OC(=O)C3(C/C=C\C(C)C2)OC13 (centres undefined)	-3	-6	-6	0	-14	-33
NC(=O)CCN(CCC(N)=O)CCC(N)=O	-3	-25	-13	-9	-4	7
CCOC(=O)OCCCc1ccccc1	-9	-15	-7	-9	-8	-3
CSC(=N\N=C\c1ccc(N(C)C)cc1)/N=C/N(C)C	6	8	25	-4	19	-8
c1ccc(-c2nnn(CCN3CCCCC3)n2)cc1	-4	12	24	33	34	21
COC(=O)C(Br)C(O)c1ccccc1 (centres undefined)	-9	-26	0	-7	8	-6
O=[N+]([O-])c1ccc(Cl)cc1N/N=C/c1ccnc2ccccc12	-29	-15	-55	-53	-17	-56
CC1(C)CC(=O)C2=C(C1)NC(SSC1=C(C#N)C(c3ccc(F)cc3)C3=C(CC(C)(C)CC3=O)N1)=C(C#N)C2c1ccc(F)cc1 (centres undefined)	-12	55	-26	-22	-26	-13
OCc1cccc2c1Oc1ccccc1S2	-10	-59	3	52	-38	-25
CN(CC(=O)O)CC(=O)O	-12	-13	4	-12	7	-12
CC(=O)OCCOCCOC(C)=O	5	-40	28	33	8	10
OC1CSCCCSCC(O)CSCCCSC1 (centres undefined)	3	-2	8	2	0	11
CC(C)NCC(C)(C)O	0	62	-1	-10	4	3
CC(CCOP(=O)(O)OCCC(C)CC(C)(C)C)CC(C)(C)C (centres undefined)	35	51	48	12	71*	63
O=C(O)c1ccc2ccccc2c1C(=O)c1cccc2ccccc12	90*	92*	92*	87*	83*	84*
CC1CC(Nc2ccc(NC3=CC(=O)OC(C)C3)cc2)=CC(=O)O1 (centres undefined)	-7	-33	-10	-4	-8	-5
Cc1ccccc1C(=Nc1ccccc1)Oc1ccccc1[N+](=O)[O-]	8	11	27	27	3	22
O=C1Nc2ccccc2C12CCNC2Cc1ccccc1 (centres undefined)	-12	20	-21	-17	-9	-12
CC1CN(C(=O)Nc2c(C(C)C)cccc2C(C)C)CC(C)O1 (centres undefined)	0	7	-22	-16	-9	-33
COc1ccc(C(C)=O)cc1CSC(=S)N1CCSCC1	20	14	-1	-5	-18	-22
O=C1C=C2CCCCCCCCC(C1)C2 (centres undefined)	-5	-19	0	-2	12	-10
COc1ccc2cc(C(=O)CCC(=O)O)ccc2c1	-16	-21	0	3	-39	-35
CC(C)(C)/C=C/N=NNc1ccccc1C(=O)NC(C)(C)C	2	-54	12	10	-2	0
COc1cc2c(cc1OC)C(=O)C(C)(c1ccccc1)NC2 (centres undefined)	92*	99*	98*	92*	97*	99*
CC(=O)OC1(C#N)CC2OC1C1C2N1C(=O)c1ccccc1 (centres undefined)	14	12	43	48	16	0
CC(C)OP(=O)(c1ccccc1)c1ccc2c(c1)OCCOCCOCCOCCO2 (centres undefined)	1	7	25	-3	-2	-2
CC(CN(C)C)N(C)C (centres undefined)	-42	-8	0	-15	-5	-34

Single records (already shown).
CC(CCOP(=O)(O)OCCC(C)CC(C)(C)C)CC(C)(C)C (centres undefined) as listed: sgs1 mgt1: 35; yeast cln2 rad14: 51; mlh1 rad18: 48; yeast rad50: 12; yeast bub3: 71*; mec2-1: 63
COc1ccc2cc(C(=O)CCC(=O)O)ccc2c1 as listed: sgs1 mgt1: -16; yeast cln2 rad14: -21; mlh1 rad18: 0; yeast rad50: 3; yeast bub3: -39; mec2-1: -35

(further entries)
SMILES	sgs1 mgt1	yeast cln2 rad14	mlh1 rad18	yeast rad50	yeast bub3	mec2-1
C=CCOC(=O)c1ccc(OCC)cc1	11	4	6	17	-2	-4
CC(=O)OC12CC(C(F)(F)F)(C(F)(F)F)OC1(OC(C)=O)CC(C(F)(F)F)(C(F)(F)F)O2 (centres undefined)	50	71*	86*	50	67	30
O=C1C(Cl)=C(c2ccc([N+](=O)[O-])cc2)C(=O)c2c(O)cccc21	92*	90*	88*	90*	91*	93*
Nc1cccc2ccc(S(=O)(=O)O)cc12	-24	-14	9	-3	-10	-9
CCCCCCc1ccc(O)c(Cl)c1	77*	44	90*	99*	57	94*
O=C(O)CCCN1C(=O)CCC1=O	-16	-51	-14	-18	-1	-7
NC1CC(=O)c2ccccc21 (centres undefined)	-5	9	-38	15	3	5
